VLA-4 inh = inhibition in human VLA-4 binding assay, primary screen, VLA-4 allosteric modulator project, MLPCN library, flow cytometry, VLA-4 expressing cells. actives 0.2% (n = 330,000). Integrin alpha-4 (Homo sapiens), P13612. ligand binding flow cytometry. inhibition, % (about 7 µM as worked out from the volumes in the protocol). AID 2557, 2010; in the data active = inhibition above about 50%
proCasp7 act = procaspase-7 activators, primary screen, counter-screen for procaspase-3 activator project, biochemical, absorbance, HTS, human | Caspase-7 (Homo sapiens), P55210 | recombinant procaspase-7, Ac-DEVD-pNA absorbance 405 nm; D23A/D198A/D206A triple mutant, cannot self-cleave; scale: DMSO 0, 5 µM enzyme 100 | activation, % at 8.5 µM | actives 0.093% (n = 330,000);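 active = percent activation above the screen-wide mean plus 3 SD, cut at about 25% in these data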
Target sequence (P55210 whole entry D23A/D198A/D206A): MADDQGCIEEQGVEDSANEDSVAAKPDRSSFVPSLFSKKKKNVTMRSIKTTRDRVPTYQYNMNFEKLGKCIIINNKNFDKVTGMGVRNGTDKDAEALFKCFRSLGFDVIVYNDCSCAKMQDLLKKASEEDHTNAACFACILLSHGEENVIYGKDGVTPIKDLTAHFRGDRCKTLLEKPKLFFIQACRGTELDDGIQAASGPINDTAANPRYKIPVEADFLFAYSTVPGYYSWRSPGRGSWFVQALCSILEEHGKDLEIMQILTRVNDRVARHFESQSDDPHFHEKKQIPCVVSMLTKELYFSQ
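System: Procaspase-7 triple mutant (PC-7 D3A); measure: % activation from two-timepoint absorbance difference, scaled to controls; times: 1 h compound preincubation, 2 h substrate cleavage, 25 °C; also added: Ac-DEVD-pNA substrate, 400 µM as added; measured by: Epi-absorbance of released pNA at 405 nm, two timepoints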
GASC-1 inh = inhibitors of GASC-1 histone demethylase, primary screen, biochemical, fluorescence, DELFIA europium | AID 2099, 2009 | inhibition, % at 2.35 µM | GST-JMJD2C(1-420) H3K9me3 demethylation | actives 0.069% (n = 330,000) | Lysine-specific demethylase 4C (Homo sapiens), Q9H3R0;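 active = more than half of a compound's replicate wells show inhibition beyond 50%, single wells judged on their own value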;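 also: signal counts dimethyl H3K9 product captured on neutravidin plate; 0% = median of DMSO wells and 100% = 0.3 times that DMSO median; strong numbers were not always called active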
GRK2 inh = compounds blocking aptamer binding on GRK2 – biochemical, human GRK2, bead flow cytometry, HTS, primary screen; FAM-aptamer displacement from GRK2; Beta-adrenergic receptor kinase 1 (Homo sapiens), P25098; inhibition of aptamer binding, % at 10 µM; actives 0.59% (n = 330,000);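 active = inhibition of aptamer binding above 40%, roughly 3 SD of noise, on plates passing a quality check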;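 also: median bead fluorescence of bound FAM aptamer so fluorescent compounds give negative values; no value below 0 was filed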
core dimer inh = inhibitors of HCV core protein dimerization, primary screen, biochemical, TR-FRET, high-throughput; inhibition, % at 5 µM; TR-FRET GST/Flag-core106 dimerization, 1536-well; actives 0.33% (n = 300,000);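 active = inhibition above the mean of all tested compounds plus 3 SD, set per screening campaign, cut at about 45% in these data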
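System: GST/Flag-tagged HCV core106 proteins. Incubation: compound-protein-antibody incubation 4 h at 22.5 °C. Technique: HTRF with 340 nm excitation, 617/671 nm emission. Medium: KF-containing HEPES buffer, pH 7.45, DTT, CHAPS, BSA. Read-out: inhibition (%) from 671 over 617 nm ratio. Also added: Eu(K)-anti-GST 90 ng/mL plus XL665-anti-Flag 1 µg/mL.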
Fh CTSL1 inh = Fasciola hepatica cathepsin L1 inhibitors, primary screen, counter-screen for PFM18AAP inhibitor project, biochemical, QFRET, fluorogenic peptide substrate. recombinant F. hepatica cathepsin L1, Z-Leu-Arg-MCA fluorescence. inhibition, % at 5.96 µM. actives 0.49% (n = 300,000). AID 1906, 2009;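 active = inhibition above the mean of all tested compounds plus 3 SD, set per screening campaign, cut at about 17% in these data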;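 also: 0% = plate median of test compound wells and 100% = 1 µM Z-Phe-Ala-diazomethylketone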
PP1 inh = PP1-alpha phosphatase inhibitors, primary screen, counter-screen for PP5 inhibitor project, biochemical, fluorescence, OMFP substrate, single point; Serine/threonine-protein phosphatase PP1-alpha catalytic subunit (Homo sapiens), P62136; purified PP1alpha; inhibition, % at 6.7 µM; actives 0.9% (n = 320,000); AID 2235, 2010;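 active = inhibition above the mean inhibition of all tested compounds plus 3 SD, computed separately for each screening campaign, cut at about 15% in these data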
Target sequence (P62136 whole entry, looked up): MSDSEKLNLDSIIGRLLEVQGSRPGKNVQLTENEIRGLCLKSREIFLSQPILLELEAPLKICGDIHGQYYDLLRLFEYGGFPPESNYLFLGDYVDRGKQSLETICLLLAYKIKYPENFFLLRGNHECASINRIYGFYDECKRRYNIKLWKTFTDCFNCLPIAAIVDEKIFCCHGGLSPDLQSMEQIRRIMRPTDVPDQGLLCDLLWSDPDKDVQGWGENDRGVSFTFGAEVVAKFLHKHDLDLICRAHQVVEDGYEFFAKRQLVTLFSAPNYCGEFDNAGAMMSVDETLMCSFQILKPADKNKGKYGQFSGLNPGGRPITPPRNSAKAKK
procasp3 activ = activators of human procaspase-3 D3A mutant, primary screen, biochemical, absorbance, PC-3 D3A mutant, single concentration; actives 0.11% (n = 330,000); activation, % at 8.5 µM; recombinant procaspase-3 D3A, Ac-DEVD-pNA absorbance 405 nm; AID 463141, 2010; Caspase-3 (Homo sapiens), P42574;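 active = activation above the mean of all tested compounds plus 3 SD, cut at about 21% in these data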;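 also: 0% = DMSO alone and 100% = DMSO wells spiked with extra 5 µM PC-3 D3A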
Target sequence (P42574 whole entry D9A/D28A/D175A): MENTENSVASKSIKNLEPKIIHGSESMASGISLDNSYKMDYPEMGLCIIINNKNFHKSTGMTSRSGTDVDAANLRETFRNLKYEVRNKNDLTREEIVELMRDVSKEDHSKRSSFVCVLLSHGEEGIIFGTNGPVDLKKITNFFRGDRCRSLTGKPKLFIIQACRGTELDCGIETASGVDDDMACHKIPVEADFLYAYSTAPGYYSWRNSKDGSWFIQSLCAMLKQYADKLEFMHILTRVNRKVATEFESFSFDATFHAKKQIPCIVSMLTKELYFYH
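Technique: 405 nm absorbance of p-nitroaniline, reads at 0 and 120 min; Test system: Procaspase-3 D3A mutant; Incubation: 1 h enzyme-compound preincubation, then 2 h substrate reaction, 25 °C; Repeats: singlicate, each compound tested once; Benchmarks: low control DMSO wells, high control DMSO plus 5 µM PC-3 D3A.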
PP5 inh = PP5 phosphatase inhibitors, primary screen, biochemical, fluorescence. Serine/threonine-protein phosphatase 5 (Homo sapiens), P53041. purified PP5c, OMFP substrate fluorescence. inhibition, % at 6.7 µM. actives 0.18% (n = 320,000). AID 1987, 2009;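 active = inhibition above the campaign's mean inhibition across all tested compounds plus 3 SD, cut at about 9.5% in these data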;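 also: 0% = DMSO only and 100% = 100 µM cantharidin control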
* marks the source's active call; other numbers are inactive results; . = not tested or not shown; & = joins results of further samples. This is a random part of the collection (roughly 2.6% active in at least one column).

Molecule,VLA-4 inh,proCasp7 act,GASC-1 inh,GRK2 inh,core dimer inh,Fh CTSL1 inh,PP1 inh,procasp3 activ,PP5 inh
Nc1cccc2c1C(=O)N(CC(=O)NC13CC4CC(CC(C4)C1)C3)C2=O,35,10,-6,0,4,-5,-2,12,-0.8
CC(C)Oc1ccc(S(=O)(=O)N2CCOCC2)cc1NC(=O)Cc1cccs1,5,3,10,0,5,1,-1,16,0.6
O=C(Nc1nc2ccccc2[nH]1)C1CCC1,4,10,-18,0,-2,2,1,10,-2.0
O=C(C1CC2CCC1C2)N1CCN(Cc2ccc3c(c2)OCO3)CC1 (centres undefined),3,-2,24,1,9,-5,-3,8,-0.1
O=C1N/C(=C/c2cccn2-c2ccc(F)cc2)C(=O)N1Cc1ccccc1F,11,-8,-7,1,15,5,2,0,4.9
CCC1(C)Cc2sc3c(=O)[nH]c(=S)[nH]c3c2CO1 (centres undefined),2,-6,4,2,4,1,4,-7,1.7
Cc1[nH]c2ccccc2c1C(C#N)(C#N)C1C(=O)c2ccccc2C1=O,0,-8,21,0,-24,3,7,-7,21*
CC1(C)CC(=O)c2cnc(N3CCN(c4ccccc4)CC3)nc2C1,-4,6,5,0,-3,-2,-2,3,-1.2
Cn1c2ccccc2c2cc(/C=N/NC(=O)c3ccc(O)cc3O)ccc21,-2,9,-10,0,14,-2,-4,18,4.5
CC(C)CC(COCc1ccc(Cl)cc1)N1CCN(C(=O)c2ccc(C(F)(F)F)cc2)CCC1=O (centres undefined),-6,-5,2,3,-5,3,8,0,7.3
C/C(N)=C(/C#N)C(=O)COC(=O)c1cc(S(=O)(=O)N2CCCCC2)ccc1C,13,7,6,3,1,-1,0,0,3.6
CCN(Cc1ccncc1)Cc1nc(Cc2ccccc2Cl)no1,-4,6,-7,0,1,2,-1,2,-1.5
CC(NCC1(N2CCOCC2)CCCCC1)C(=O)Nc1ccc(Cl)cc1Cl (centres undefined),-7,5,-3,2,2,4,2,4,3.1
COc1ccc(-c2c(C(=O)O)nc3ccccc3c2C(=O)O)cc1,16,1,-8,0,-1,-1,-4,-2,-0.8
O=C(CN(Cc1ccc(Cl)cc1)C(=O)CNS(=O)(=O)c1ccccc1)NCC1CCCO1 (centres undefined),-3,-1,3,0,-14,4,0,-3,2.5
CCOC(=O)C1=C(C)NC(SC)=NC1c1ccccc1 (centres undefined),-5,-5,-7,3,-2,-6,0,2,0.4
CC1(C)CC(=O)c2cnn(-c3nc4ccccc4[nH]3)c2C1,1,5,-2,0,-3,2,-2,8,-0.7
CC(C)Cn1cc(Cl)c(=O)n(CC(C)C)c1=O,-10,-1,3,0,4,-2,-2,6,-1.1
CN(Cc1cc(=O)n2ccsc2n1)C1CCCCC1,-6,-3,-1,0,3,-4,2,3,-1.7
CCOc1nc(C)ccc1-c1noc(-c2ccco2)n1,-7,7,-6,0,-3,2,2,-1,3.2
Cc1cc(/C=C2\C(=N)N3N=CSC3=NC2=O)c(C)n1Cc1ccccc1,21,-14,26,2,10,4,11,-4,-0.1
CCOC(=O)C1CCN(Cc2cc(Cl)c3ccccc3c2O)CC1,-3,-17,0,0,-11,-7,4,-8,1.8
CC(C)NC(=O)NC(=O)COC(=O)c1cccc(OC(F)F)c1,12,14,0,2,-2,-5,-2,7,-0.4
O=C(O)c1ccc(COc2ccc(/C=N/NC(=O)c3cccs3)cc2)cc1,-2,-6,9,3,-3,-1,-1,1,1.8
CC1CCCCN1C(=O)c1ccc(NC(=O)c2ccccc2Cl)cc1 (centres undefined),-1,6,6,2,-2,1,-3,6,-2.9
O=C(Cn1nnc(-c2ccc(CN3CCOCC3)cc2)n1)Nc1nc(-c2ccccc2)cs1,8,9,-5,0,5,-1,-3,4,5.7
CN(C)S(=O)(=O)c1ccc2c(c1)c(=O)c(C(=O)NCCCN1CCCCCC1)cn2C,-9,10,22&-11,0,1,1,0,1,2.4
Cc1ccc(C(C)NC(=S)NCc2ccc(F)cc2)c(C)c1 (centres undefined),1,9,9,1,-1,-1,-1,8,5.7
CN(C)S(=O)(=O)N(CC(=O)Nc1ccc2ccccc2c1)c1ccccc1,11,-7,14,4,10,7,1,-2,6.6
COc1ccc(S(=O)(=O)Nc2cccc(S(=O)(=O)N3CCCCC3)c2)cc1,-4,3,2,0,.,.,.,3,.
O=C(Nc1ccc(Cl)cc1)Nc1nnc(CSCc2ccccc2Cl)s1,-3,4,3,3,25,1,-4,-2,1.6
O=C(Nc1ccc(C(=O)N2CCCC2)cc1)c1ccccc1F,1,8,-8,0,3,4,-2,5,-3.1
CC(OC(=O)CCCOc1ccccc1)C(=O)NC(N)=O (centres undefined),28,6,20,0,0,-42,-2,-4,-0.9
CCCN1CCN(C(=O)CCCn2c(C)c3cnn(-c4ccccc4)c(=O)c3c2C)CC1,-22,-2,-2,0,-8,2,-1,13,-0.6
COc1ccc(OC)c(NC(=O)Cc2coc3ccc4ccccc4c23)c1,5,8,26,4,13,6,2,-6,3.8
O=C(NCCCn1ccnc1)C(=O)NCC1OCCN1S(=O)(=O)c1ccc2c(c1)OCCO2 (centres undefined),26,1,-1,0,-4,-2,-3,5,-1.3
Cc1c(Nc2nc(C(F)(F)F)nc3ccccc23)c(=O)n(-c2ccccc2)n1C,14,-4,3,2,-14,4,2,2,0.2
CC(=O)c1c(C)[nH]c(C(=O)CSc2nnc(-c3ccccc3)o2)c1C,1,-12,-13,2,3,-6,-2,-2,3.4
Cc1ccc(NC(=O)CSc2nc(-c3ccco3)nc3cc(=O)[nH]n23)c(Cl)c1,0,-7,-1,5,4,4,0,-7,0.1
COC(=O)C(NNc1ccccc1)(NC(=O)c1cccc(F)c1)C(F)(F)F (centres undefined),2,-7,40,0,-1,-1,-5,6,2.5
CC1CN(C(=O)COC(=O)Cc2ccc(Cl)cc2)CC(C)O1 (centres undefined),-7,0,5,3,.,.,1,3,5.0
N#C/C(=C\c1cccnc1)C(=O)Nc1ccc(SC(F)F)cc1,24,-4,9,0,-4,-4,1,11,4.8
Cc1c(NC(=O)C2CCCN2S(=O)(=O)c2ccccc2)c(=O)n(-c2ccccc2)n1C (centres undefined),5,2,-2,0,4,2,-5,15,1.0
Cc1ccc(S(=O)(=O)NCC(=O)N(CC(=O)NCc2ccco2)C2CCCC2)cc1,6,-6,6,2,-15,1,4,6,1.4
CCn1c(C)nc2cc(C(=O)NNC(=S)Nc3ccc(Cl)cc3)ccc21,-9,-9,13,0,1,-1,-3,-1,-1.6
O=C(CN1C(=O)NC2(CCc3ccccc3C2)C1=O)Nc1ccc(F)cc1 (centres undefined),5,10,6,0,7,2,-4,8,0.0
Cc1ccc(C(c2c(C)n(C)n(-c3ccccc3)c2=O)c2c(C)n(C)n(-c3ccccc3)c2=O)s1,21,-4,1,2,9,-2,0,5,1.6
CC1=CS(=O)(=O)CC1Sc1nc2ccccc2[nH]1 (centres undefined),8,-5,0,0,-5,0,1,7,2.5
COc1ccc(C(=O)NC2CCSc3ccccc32)cc1 (centres undefined),6,10,-3,0,-7,1,1,-5,0.5
O=C(COC(=O)c1ccc(Cl)c(Cl)c1)NC1CCCC1,8,17,-3,5,9,0,-2,1,3.3
CCOC(=O)c1c(C)n(OCc2ccccc2)c2ccc3nonc3c12,-8,-5,37,2,2,4,0,-2,3.5
Cc1cc(C)nc(SCC(=O)N/N=C/c2cccs2)n1,9,4,-5,7,-4,-1,0,5,4.4
COc1ccc(CNC(=O)C(c2ccncc2)N(C(=O)Cc2cccs2)c2cccc(C)c2)cc1 (centres undefined),-109,-4,-3,1,-2,3,-2,7,4.5

11 structures out of the list, ordered by count of non-hydrogen atoms, largest number first.
Molecule,VLA-4 inh,proCasp7 act,GASC-1 inh,GRK2 inh,core dimer inh,Fh CTSL1 inh,PP1 inh,procasp3 activ,PP5 inh
COc1ccc(CNC(=O)C(c2ccncc2)N(C(=O)Cc2cccs2)c2cccc(C)c2)cc1 (centres undefined),-109,-4,-3,1,-2,3,-2,7,4.5
O=C(NCCCn1ccnc1)C(=O)NCC1OCCN1S(=O)(=O)c1ccc2c(c1)OCCO2 (centres undefined),26,1,-1,0,-4,-2,-3,5,-1.3
Cc1ccc(S(=O)(=O)NCC(=O)N(CC(=O)NCc2ccco2)C2CCCC2)cc1,6,-6,6,2,-15,1,4,6,1.4
Cc1c(Nc2nc(C(F)(F)F)nc3ccccc23)c(=O)n(-c2ccccc2)n1C,14,-4,3,2,-14,4,2,2,0.2
Cc1ccc(NC(=O)CSc2nc(-c3ccco3)nc3cc(=O)[nH]n23)c(Cl)c1,0,-7,-1,5,4,4,0,-7,0.1
COC(=O)C(NNc1ccccc1)(NC(=O)c1cccc(F)c1)C(F)(F)F (centres undefined),2,-7,40,0,-1,-1,-5,6,2.5
CCn1c(C)nc2cc(C(=O)NNC(=S)Nc3ccc(Cl)cc3)ccc21,-9,-9,13,0,1,-1,-3,-1,-1.6
N#C/C(=C\c1cccnc1)C(=O)Nc1ccc(SC(F)F)cc1,24,-4,9,0,-4,-4,1,11,4.8
CC1CN(C(=O)COC(=O)Cc2ccc(Cl)cc2)CC(C)O1 (centres undefined),-7,0,5,3,.,.,1,3,5.0
CC(OC(=O)CCCOc1ccccc1)C(=O)NC(N)=O (centres undefined),28,6,20,0,0,-42,-2,-4,-0.9
O=C(COC(=O)c1ccc(Cl)c(Cl)c1)NC1CCCC1,8,17,-3,5,9,0,-2,1,3.3
